Screening data from PubChem BioAssay.
CCHFV vOTU inh: blocks the CCHF virus ovarian tumor domain protease. inhibition, % at 11.5 µM. 370,000 tested, 0.55% active. CCHFV vOTU protease, Pep-AMC fluorescence; note: 0% = vehicle wells with enzyme and 100% = no enzyme wells
GDH-TPI counter: counter-screen for M. tuberculosis FBA inhibitors: GDH-TPI coupled enzymes; GDH-TPI coupled enzyme counterscreen, NADH absorbance; inhibition, % at 4.8 µM; 360,000 tested, 1.2% active; AID 588335;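 note: 0% = DMSO wells and 100% = wells lacking the enzyme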
UGM FP inh: inhibitors of M. tuberculosis UDP-galactopyranose mutase; P9WIQ1; purified UGM, fluorescence polarization probe displacement; inhibition, % at 10 µM; 320,000 tested, 0.06% active; AID 504406; in the data active = inhibition above about 10%, passing the limit was not always enough; inconclusive = no clear call, values can overlap the other calls
Target sequence (P9WIQ1 whole entry, looked up): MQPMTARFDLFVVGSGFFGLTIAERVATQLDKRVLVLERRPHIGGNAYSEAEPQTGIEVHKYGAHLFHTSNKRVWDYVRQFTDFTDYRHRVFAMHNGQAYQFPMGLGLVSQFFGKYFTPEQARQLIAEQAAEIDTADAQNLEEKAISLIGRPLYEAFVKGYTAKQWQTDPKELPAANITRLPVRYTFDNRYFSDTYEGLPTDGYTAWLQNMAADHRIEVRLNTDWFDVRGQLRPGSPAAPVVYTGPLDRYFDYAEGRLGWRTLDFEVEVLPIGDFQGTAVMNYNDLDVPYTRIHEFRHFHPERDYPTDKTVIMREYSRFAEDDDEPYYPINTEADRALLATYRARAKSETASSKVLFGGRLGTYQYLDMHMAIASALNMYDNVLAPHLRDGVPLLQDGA
Mtb FBA inh: inhibitors of M. tuberculosis fructose-bisphosphate aldolase; 360,000 tested, 2.3% active; purified M. tuberculosis FBA, fluorescence read-out; inhibition, % at 1 µM; in the data active = inhibition above about 27%;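 note: 0% = vehicle and 100% = reference inhibitor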
Target sequence (P9WQA3 whole entry, looked up): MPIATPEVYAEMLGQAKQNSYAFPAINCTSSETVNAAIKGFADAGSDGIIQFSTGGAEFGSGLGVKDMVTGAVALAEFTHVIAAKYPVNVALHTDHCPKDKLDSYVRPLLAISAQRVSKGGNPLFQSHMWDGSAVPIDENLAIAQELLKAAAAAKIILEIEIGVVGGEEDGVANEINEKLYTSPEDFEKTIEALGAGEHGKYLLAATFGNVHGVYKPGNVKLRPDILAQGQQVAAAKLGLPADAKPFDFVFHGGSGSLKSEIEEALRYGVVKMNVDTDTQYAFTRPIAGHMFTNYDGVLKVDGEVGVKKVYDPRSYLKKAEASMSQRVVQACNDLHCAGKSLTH
Mtb BioA inh: inhibitors of Mycobacterium tuberculosis BioA enzyme; purified M. tuberculosis BioA enzyme, plate reader; inhibition, % at 9.99 µM; 360,000 tested, 0.096% active; AID 602481; in the data active = inhibition above about 40%; inconclusive = no clear call, values can overlap the other calls
BoNT A protease: inhibitors of Botulinum neurotoxin A light chain protease | multiplex microsphere protease substrate cleavage, flow cytometry | inhibition, % at 10 µM | 360,000 tested, 0.17% active | AID 588499; in the data active = inhibition above about 30%; inconclusive = no clear call, values can overlap the other calls; note: plate controls were buffer without enzyme for full effect and enzyme alone for no effect
BoNT-F LC inh: blocks Botulinum neurotoxin F light chain protease. 360,000 tested, 0.22% active. inhibition, % at 10 µM. Multiplex microsphere protease cleavage assay, flow cytometry; in the data active = inhibition above about 35%, passing the limit was not always enough; inconclusive = no clear call, values can overlap the other calls; note: plate controls were buffer without enzyme for full effect and enzyme alone for no effect
PrPC TRFRET: inhibitors of human cell surface prion protein PrPC; TR-FRET read-out; 370,000 tested, 0.43% active; P04156; inhibition, % at 13.8 µM; in the data active = inhibition above about 24%; note: 0% = median of the test wells and 100% = reference compound wells
FadD28 FP inh: blocks FadD28 binding to the bisubstrate probe; AID 588549; fluorescence polarization; 360,000 tested, 0.22% active; inhibition, % at 12.5 µM; in the data active = inhibition above about 8.5%, passing the limit was not always enough; inconclusive = no clear call, values can overlap the other calls
Numbers without * were called inactive; ? = inconclusive; · = not tested or not shown; & = joins results of further samples. Cut-off read from the data, not from the text of the source, unless noted: active = inhibition above about 30%; inactive = the rest. No enrichment for hits; overall some 4.8% were active at least once.

SMILES	CCHFV vOTU inh	GDH-TPI counter	UGM FP inh	Mtb FBA inh	Mtb BioA inh	BoNT A protease	BoNT-F LC inh	PrPC TRFRET	FadD28 FP inh
O=C(COc1ccccc1)Nc1c2c(nn1-c1ccccc1)CS(=O)C2 (stereo not drawn)	-5	-1	4.5	-1	-0.1	-1.2	-4	1	0.1
CCOc1ccccc1CN1CCCC(CNC(=O)Cc2ccc(OC)cc2)C1 (stereo not drawn)	3	7	1.1	0	0.4	-3.3	?	2	-0.5
Cn1cc(/C=N/NC(=O)c2cc3cc(Br)ccc3o2)c2ccccc21	6	1	2.6	1	-1.0	-7.2	?	-11	-1.9
CCOC(=O)c1c(C)[nH]c(C(=O)OCc2csc(CC(=O)Nc3ccccc3C)n2)c1C	14	5	-1.6	2	·	-0.2	-3	3	-0.3
O=C(CSc1nnnn1-c1ccccc1)CC(=O)Nc1ccc(Cl)cc1	7	10	2.1	8	-0.8	-0.2	-10	10	-0.8
COC(=O)c1ccccc1NC(=O)CNC(=O)c1ccco1	-4	-4	2.3	5	-0.3	-0.4	-14	-4	-3.0
CC(C)(C)NCC(=O)c1c[nH]c2ccccc12	18	1	0.3	-6	-0.9	-1.1	-29	-4	-4.8
N/C(=N\OC(=O)CCCc1ccccc1)c1ccccn1	-11	-8	0.1	2	·	0.0	2	5	-4.1
O=C(O)c1cccc2c1Cc1cc([N+](=O)[O-])ccc1-2	10	23	·	-2	0.2	0.0	-7	-16	-1.2
Cc1ccc(S(=O)(=O)N2CCC(C(=O)NCc3ccccc3Cl)CC2)cc1	-1	6	-0.9	4	-0.3	-0.6	-11	4	-2.1
Cc1cccc(CC(=O)NCCS(=O)(=O)N2CCN(c3ccccc3)CC2)c1	0	11	·	2	-1.6	0.3	8	-3	-1.6
O=S(=O)(N1CCOCC1)N1CCN(c2ccc(F)cc2)CC1	1	-8	-1.1	0	-0.6	1.2	-3	-2	-3.4
COc1ccc(OC)c(CCNC(=O)CCCC(=O)n2ncc3cc(C)ccc32)c1	-2	-2	3.0	1	-0.1	0.0	2	-1	-2.1
CC(C)Cc1nnc(NC(=O)CCC(=O)NCCc2ccccc2)s1	1	-1	5.7	3	-1.4	-0.8	1	0	-1.7
COCCCNC(=O)Nc1ccc(Br)cc1Cl	-2	5	-0.2	2	-1.2	-1.1	-10	8	-0.4
COc1c(C)cc(C(=O)C2CCCN(Cc3ccc(Oc4ncccn4)cc3)C2)cc1C (stereo not drawn)	-1	17	-0.8	3	-0.4	-0.2	2	5	-0.6
COc1ccc(OCC(=O)Nc2c3c(nn2C(C)(C)C)CSC3)cc1	-3	9	0.6	2	·	0.2	-4	4	-1.9
Cc1cccc(NC(=O)CN2CCCCCC2)c1	7	7	3.1	1	·	2.6	6	-1	0.2
CCN(CC)CCOc1cccc(C(C)C)c1	-2	-8	-1.2	0	0.8	-0.2	3	1	-2.2
CC(C)(C)c1ccc(CN2C(=O)CSC2=O)cc1	-4	-1	-1.6	-2	·	0.1	-1	-3	0.4

Whole records as entered above:
COCCCNC(=O)Nc1ccc(Br)cc1Cl reads CCHFV vOTU inh: -2; GDH-TPI counter: 5; UGM FP inh: -0.2; Mtb FBA inh: 2; Mtb BioA inh: -1.2; BoNT A protease: -1.1; BoNT-F LC inh: -10; PrPC TRFRET: 8; FadD28 FP inh: -0.4
O=C(O)c1cccc2c1Cc1cc([N+](=O)[O-])ccc1-2 reads CCHFV vOTU inh: 10; GDH-TPI counter: 23; UGM FP inh: ·; Mtb FBA inh: -2; Mtb BioA inh: 0.2; BoNT A protease: 0.0; BoNT-F LC inh: -7; PrPC TRFRET: -16; FadD28 FP inh: -1.2

(listing goes on)
SMILES	CCHFV vOTU inh	GDH-TPI counter	UGM FP inh	Mtb FBA inh	Mtb BioA inh	BoNT A protease	BoNT-F LC inh	PrPC TRFRET	FadD28 FP inh
COC(=O)c1ccc(CSc2nc3ccccc3o2)cc1	-1	20	2.1	-7	-2.4	0.9	13	3	-0.9
COc1ccc(C(=O)Nc2cccnc2)cc1OC	-3	6	-1.8	3	57*	-0.2	-11	-3	0.2
COCCN(C(=O)c1ccc(-c2ccc([N+](=O)[O-])cc2)o1)c1c(N)n(CC(C)C)c(=O)[nH]c1=O	16	24	·	0	-0.3	-0.6	-3	-44	-1.7
Cc1ccccc1NS(=O)(=O)c1ccc(OCC(=O)N2CCCCC2)cc1	-11	2	-4.1	3	-0.1	0.0	0	-3	1.4
COC(=O)c1ccc(NC(=O)CN2CCN(S(=O)(=O)c3cc(Cl)ccc3OC)CC2)cc1	-3	3	0.7	-1	1.1	0.0	-11	1	-8.6
CCN(CC(=O)NC1CCCCC1)S(=O)(=O)c1ccc(Cl)cc1	7	12	-2.6	5	-2.4	-1.4	-38	-1	-0.1
O=C1CC(c2ccc(Cl)cc2)n2nc(NS(=O)(=O)c3ccc(F)cc3)nc2N1 (stereo not drawn)	1	-1	-2.5	0	2.5	0.1	-5	-3	-3.2
Cc1nnc2ccc(N3CCN(C)CC3)nn12	9	-3	·	0	·	-0.9	-24	-8	-4.2
CCc1nc2ccc(C(=O)NCc3ccccc3OC)cn2c1N(CCC(C)C)CCN(C)C	-1	11	·	1	2.0	-0.4	-2	-12	0.5
CC(CCC(C)C(C)(C)C)[C@@H]1CC[C@H]2C3C[C@H](OS(O)(=S)=S)[C@H]4C[C@H](OS(O)(=S)=S)[C@@H](OS(O)(=S)=S)C[C@]4(C)[C@H]3CC[C@]12C (stereo partly drawn) (tested in a mixture with another compound)	·	7	0.9&0.8	1	23	0.4	-8	·	65*
CCC(C)N(C(=O)CSc1nncn1C)C1CCS(=O)(=O)C1 (stereo not drawn)	5	0	0.1	-4	1.9	0.8	5	2	-3.0
COc1cc(C2OCC3C(c4ccc(OC5OC(CO)C(O)C(O)C5O)c(OC)c4)OCC23)ccc1O (stereo not drawn)	-1	3	-0.1	0	-0.8	-1.0	-4	5	-1.7
CN1C(C(=O)NCc2cccs2)=CC(c2ccc(F)cc2)=NS1(=O)=O	1	29	3.0	-2	0.3	-1.3	-3	-7	0.0
O=C(O)c1ccc2nc(-c3ccccc3)c(-c3ccccc3)nc2c1	-10	12	-0.8	30*	·	-0.5	-9	6	-1.4
Cc1ccc(C2C=CC(C#N)=CN2Cc2ccccc2)cc1 (stereo not drawn)	·	·	·	6	·	-0.5	2	·	-1.9
Cc1ccsc1-c1nc(CN2CCN(C)C(=O)[C@@H]2C)c(C)o1	-6	1	0.4	1	·	0.3	-2	0	-0.2
C=CCN(C(=O)c1ccccc1)c1ccc(OC)cc1	6	6	0.7	-3	-1.3	0.6	5	4	1.7
CCOc1ccc(C(C)=O)cc1COC(=O)c1ccc2c(c1)NC(=O)CS2	6	4	·	1	-0.5	0.1	5	6	-1.8
Cc1ccc(C(=O)Nc2c(-c3cccs3)nc3cc(C)ccn23)cc1	5	20	0.8	0	·	-0.4	-1	4	-1.8
CCOc1cc(/C=N/NC(=O)C2CCCC2)ccc1O	0	21	1.0	0	-0.7	0.5	0	-6	0.0
O=C(NCc1cccnc1)/C(=C\c1ccc(-c2ccc(Cl)c(Cl)c2)o1)S(=O)(=O)c1ccccc1	-2	31*	0.7	1	-2.8	0.5	17	7	-2.8
CN(Cc1ccccc1)c1nnc(N)s1	1	-1	1.5	-2	-0.3	-0.5	-3	1	-2.7
CCn1c(SCC(=O)NC2CCCC2)nnc1C(C)NC(=O)c1ccccc1F (stereo not drawn)	-10	16	-1.5	-1	-2.3	-2.8	-12	-1	-2.4
O=C(CCC(=O)c1cccs1)OCC(=O)c1ccc(Cl)s1	0	-11	-0.1	-7	1.0	0.0	0	5	-5.1
C=COCCCNc1ncnc2sc(-c3ccccc3)cc12	-13	13	0.8	38*	3.3	-1.8	14	-3	-8.8
Cc1ccc(C)c(NC(=O)CN(C)C(=O)c2cc(S(=O)(=O)N3CCOCC3)ccc2N2CCCC2)c1	-1	7	2.0	0	-0.5	-0.3	-1	-6	-1.8
COc1ccccc1-c1nnc(NC(=O)Cc2ccccc2)o1	13	6	0.5	0	-0.1	·	·	0	-0.1
Nn1c(SCC(=O)NC2CCCCCC2)nnc1C(F)(F)F	10	7	0.8	2	-0.8	-0.6	4	6	-0.6
Clc1ccc(N2CCN(Cc3ccco3)CC2)cc1	2	-11	-2.3	11	4.7	0.2	?	10	-1.3
CCN(C[C@H]1N[C@@](CC)(C(=O)OC)[C@H]2C(=O)N(Cc3ccccc3)C(=O)[C@@H]12)C(=O)Nc1ccc(OC)cc1	7	6	1.0	5	0.0	-0.3	-7	3	-2.0
Cc1ccc(C2=N/C(=C\c3cccc(F)c3)C(=O)O2)cc1	1	3	1.4	0	0.4	-4.6	?	-1	0.0
O=C(COC(=O)c1ccc(S(=O)(=O)NCc2ccco2)cc1)Nc1ccc(OC(F)F)cc1	-3	6	-0.4	-3	-1.7	-0.3	-1	1	-2.3
O=C(CNCC(=O)Nc1ccc(F)c(F)c1F)Nc1ccc(F)c(F)c1F	-6	6	0.0	0	1.1	-3.8	-4	-2	-4.0
O=C(O)CSc1nnc(Cc2ccccc2)n1-c1ccccc1	11	6	-0.6	1	0.3	0.3	3	-5	0.2
CCN(CC)CCNc1ncnc2c1sc1nc(N3CCOCC3)c3c(c12)CCCC3	7	35*	-1.8	1	·	-2.6	4	-26	-0.1
CCN(CC)CCN1C(=O)C2C(C(=O)Nc3ccc(Br)cc3)C3C=CC2(O3)C1C(=O)NC1CCCCC1 (stereo not drawn)	2	-6	2.0	0	-0.1	5.0	24	-14	-0.3
Brc1ccc2c(c1)C(C1=NCCN1)c1ccccc1CS2 (stereo not drawn)	-5	6	0.4	1	1.0	1.4	9	-1	0.7
CCCCc1ccc(NC(=S)NCCCN2CCOCC2)cc1	13	-9	-5.7	-4	·	0.3	-3	7	-3.3
O=C(N/N=C/c1cccc(Cl)c1)C(c1ccncc1)N1CCOCC1 (stereo not drawn)	11	0	-0.9	-1	-1.0	-2.1	?	-1	-0.9
COc1ccc(C)cc1N(CC(=O)Nc1cccc(N(C)S(C)(=O)=O)c1)S(C)(=O)=O	0	3	-0.7	3	1.6	0.0	-1	0	-0.6
Cc1ccc(NS(=O)(=O)c2ccc3c(c2)NC(=O)CCS3)cc1C	2	12	-0.9	4	0.7	1.1	26	25*	-0.8
CCOc1cc(CNCCN2CCOCC2)ccc1OCc1ccccc1Cl	-1	-4	-1.6	1	-0.5	-0.5	-8	10	-1.6
COc1ccc(-c2noc(CCC(=O)N3CCC(C)CC3)n2)cc1	-8	5	2.9	4	-1.0	1.5	16	6	-2.8
C=CCSc1nc2sc3c(c2c(=O)n1CC=C)CCc1ccccc1-3	-10	18	-1.2	-1	0.9	0.5	-2	0	-1.5
CCCn1c(N)c(N(CCOC)C(=O)COC(=O)c2ccccc2NCCO)c(=O)[nH]c1=O	-168	1	5.5	90*	-0.6	-1.3	2	4	-2.2
CC(=O)NC(Cc1ccc(C)cc1)C(=O)NC1CCN(C(=O)c2ccc([N+](=O)[O-])cc2)CC1 (stereo not drawn)	-10	5	1.7	2	-1.9	0.6	1	-20	-1.6
COc1cc(CNn2nnnc2N)cc(Br)c1OCc1c(Cl)cccc1Cl	8	-11	0.8	1	-3.4	?	-6	5	-2.1
O=C(C[C@H]1C[C@H](C(=O)N2CCCCC2)[C@@]2(CCc3ccccc3)c3[nH]c4cc(-c5ccco5)ccc4c3CCN2C1=O)NCc1ccco1	-6	22	·	12	-1.6	0.5	2	3	-1.1
CCCc1nn(C)c(C(=O)Nc2cccc(CC)c2)c1Cl	9	10	-0.8	3	2.9	-1.1	-1	2	-0.9
Cc1cc(NC(=O)Nc2cccc3ccccc23)no1	15	1	-2.1	4	0.2	-1.2	-7	-1	?
CC(=O)Nc1ccccc1OCc1nnc(-c2cccs2)o1	4	8	-2.9	5	-0.7	0.0	0	-4	0.6
O=C(O)CCc1ccc(-c2cccs2)n1NC(=O)c1ccc(O)cc1	13	26	0.6	2	·	-1.7	10	-7	0.6

Single entries from above.
CC(=O)Nc1ccccc1OCc1nnc(-c2cccs2)o1 in Mtb FBA inh reads 5
CCCc1nn(C)c(C(=O)Nc2cccc(CC)c2)c1Cl in BoNT-F LC inh reads -1
